NOD1 inhibition: NOD1 signaling inhibitors, primary screen, cell-based, luminescence, uHTS (AID 1578) | NOD1-driven NF-kB luciferase reporter cells, luminescence; higher % means a stronger effect | inhibition, % at 4 µM, or EC50 in µM where a hit was titrated | 290,000 compounds, 1% hits; in the data active means inhibition mostly above about 36%, no sharp cut-off; inactive means mostly below about 34%;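 further: HEK-293T reporter cells stimulated with the NOD1 agonist gamma-tri-DAP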
GPR55 beta-arrestin: GPR55 agonists via beta-arrestin recruitment, primary screen, imaging, U2OS cells, beta-arrestin-GFP redistribution (AID 1961); U2OS GPR55 beta-arrestin-GFP redistribution imaging; higher % means a stronger effect; one-dose activation, % at 10 µM; EC50 in µM for titrated hits; 290,000 compounds, 0.048% hits;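 active means activation above 40% with more than 50 cells counted in the well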;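 further: U2OS osteosarcoma cells stably expressing GPR55 and beta-arrestin-GFP; plate controls were DMSO negative control for no effect and LPI positive control for full effect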
KOR beta-arrestin-1: kappa opioid receptor blockers – cell-based, luminescence, uHTS (AID 1778) | KOR beta-arrestin recruitment, luminescence, antagonist mode; higher % means a stronger effect | inhibition, % at 10 µM, or IC50 in µM where a hit was titrated | 290,000 compounds, 0.091% hits; further: strong numbers were not always called active
AID2073: disruptors of CaV2.2 binding to Mint1 – biochemical, HTRF (AID 2073). HTRF protein-protein interaction, Mint1-CaV2.2; higher % means a stronger effect. inhibition, % at 20 µM; hits with a dose series show IC50 in µM. 290,000 compounds, 0.19% hits; in the data active means inhibition mostly above about 51%, no sharp cut-off; further: some results filed as inactive read as strong as hits
HEK293 NOD2/NF-kB: NOD2 signaling inhibitors, cell-based, luminescence, uHTS, HEK293 (AID 1566) | inhibition, % at 4 µM; hits with a dose series show EC50 in µM | 290,000 compounds, 0.63% hits | HEK293 NOD2/NF-kB luciferase reporter, luminescence; higher % means a stronger effect; further: many of its hits are not listed in these tables
Dynein transport: dynein cargo transport inhibition; 220,000 compounds, 0.47% hits; 3617.4 mouse cells, GR-EGFP nuclear translocation imaging; test concentration mostly 20 µM; stimulated with dexamethasone, 1 µM; stronger effect = lower value; z-score, hits read low;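 active means plate z-score of nuclear minus cytoplasmic receptor signal below a set negative limit, without overly bright fluorescence or cell loss, cut at about -3.5 in these data, passing the limit was not always enough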;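 further: z-score of nuclear minus cytoplasmic ring GR-EGFP intensity difference per well; some compounds called inactive have numbers as strong as hits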
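Buffer or medium: tet-free, stripped-serum medium; reagent: dexamethasone at 1.0 µM final, 30 min; incubation: 48 h induction, 1 h compound, 30 min dex at 37 °C; measured by: formaldehyde fixation, Hoechst nuclear stain, 10x automated fluorescence imaging; read-out: nuclear-to-cytoplasmic GR-EGFP distribution per well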
KOR beta-arrestin-2: kappa opioid receptor activators – cell-based, luminescence, uHTS, primary screen (AID 1777); KOR beta-arrestin recruitment, luminescence; higher % means a stronger effect; activation, % at 10 µM, or EC50 in µM where a hit was titrated; 280,000 compounds, 0.02% hits; in the data active means activation above about 50%, passing the limit was not always enough; further: a part of the inactive calls stands beside numbers as strong as those of hits
P. falciparum M1AAP: malaria alanyl aminopeptidase activity blockers – biochemical, fluorogenic H-Leu-NHMec substrate, 1536-well (AID 1445); recombinant M1AAP, H-Leu-NHMec fluorogenic kinetic assay; higher % means a stronger effect; 220,000 compounds, 0.42% hits; one-dose inhibition, % at 30 µM; IC50 in µM for titrated hits;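 active means primary inhibition above the hit cutoff, then over 50% inhibition at one or more dose response concentrations, cut at about 23% in these data, passing the limit was not always enough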;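 further: plate controls were DMSO full reaction for no effect and no enzyme background for full effect; strong numbers were not always called active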
P. falciparum M17LAP: P. falciparum M17LAP inhibitors, primary screen, biochemical, fluorogenic H-Leu-NHMec substrate, 1536-well (AID 1619); 220,000 compounds, 0.38% hits; recombinant M17LAP, H-Leu-NHMec fluorogenic kinetic assay; higher % means a stronger effect; inhibition, % at 30 µM, or IC50 in µM where a hit was titrated;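 active means compound inhibiting the enzyme by more than half at any dose during confirmatory dose-response retesting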;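 further: plate controls were full reaction with DMSO carrier for no effect and no enzyme background for full effect; strong numbers were not always called active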
Dynein transport cytoplasmic EGFP: recorded beside Dynein transport, whose call it bears; z-score; measured here: cytoplasmic GR-EGFP intensity; stronger effect = higher value
Dynein transport nuclear GR-EGFP: recorded beside Dynein transport, whose call it bears; z-score; measured here: nuclear GR-EGFP intensity;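 lower value marks the stronger effect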
Dynein transport cell count: second read-out of Dynein transport, no call of its own (marks repeat the call); z-score; measured here: cell count per field
An asterisk follows results filed as active; / = not tested or not shown; [ ] = remark or other dose. Unless noted, no stated cut-off is given here; in the data, active means inhibition above about 50%; inactive means the rest.

SMILES	NOD1 inhibition	GPR55 beta-arrestin	KOR beta-arrestin-1	AID2073	HEK293 NOD2/NF-kB	Dynein transport	Dynein transport cytoplasmic EGFP	Dynein transport nuclear GR-EGFP	Dynein transport cell count	KOR beta-arrestin-2	P. falciparum M1AAP	P. falciparum M17LAP
O=C(CCSc1ccccc1)Nc1nc2c(s1)COc1ccccc1-2	-24%	-0.3%	-47%	5%	11%	-0.93	-0.3	-0.47	0.88	-0.9%	2%	-13%
CCOC(=O)CNC(=O)C(Cc1ccccc1)NC(=O)OCc1ccccc1 (centres undefined)	-33%	0.1%	6%	2%	22%	1	-0.19	0.12	-0.013	-3.2%	2%	8%
COc1ccc(OCC(=O)N2CCC(n3nccc3NC(=O)C3CC3)CC2)cc1	-11%	-0.2%	-8%	11%	6%	/	/	/	/	2.2%	/	/
COc1ccc(C(c2c(O)cc(C)oc2=O)c2c(O)cc(C)oc2=O)cc1	-1%	-0.3%	-16%	-1%	4%	-1.1	-0.022	-0.7	0.33	-0.1%	5%	-12%
Cc1c(NC(=O)CSc2nc3ccc(Cl)cc3[nH]2)c(=O)n(-c2ccccc2)n1C	-30%	-0.1%	-29%	-1%	20%	-0.54	0.17	-0.19	0.16	0.4%	-1%	5%
C=CC[n+]1ccn(-c2nc3ccccc3nc2[N-]S(=O)(=O)c2cccs2)c1	3%	-0.1%	11%	-1%	21%	0.19	-0.26	0.67	0.066	1.2%	8%	-11%
Cc1ccc(S(=O)(=O)Nc2cccc(-n3cnnn3)c2)cc1	-12%	0.2%	-37%	0%	0%	/	/	/	/	-4.9%	/	/
Cc1ccc(NC(=O)Cn2ccnc2)cc1C	40%	-0.2%	-13%	14%	17%	/	/	/	/	-3.0%	/	/
Cc1c(C(=O)NN)sc(-c2ccccc2)c1C#N	-33%	-0.3%	-11%	3%	8%	-0.57	-0.27	-0.18	0.6	-2.7%	8%	15%
COc1cccc(-c2nc(C=O)cs2)c1	-47%	0.2%	-28%	6%	3%	1.4	0.32	0.79	-0.71	2.5%	17%	12%
CCCCn1c(=O)c(-c2ccccc2)c(O)c2ccccc21	9%	-1.0%	2%	8%	14%	-0.54	-0.36	-0.19	-0.17	-6.9%	4%	12%
CN(c1ccccc1)S(=O)(=O)c1cccc(C(=O)Nc2ccc3c(c2)CCC3)c1	15%	0.3%	-33%	3%	-3%	0.24	-0.24	0.28	0.21	2.8%	-1%	5%
Cc1cc(C(=O)N/N=C/C=C/c2cccc([N+](=O)[O-])c2)n[nH]1	-28%	0.2%	12%	-5%	11%	-0.85	-0.3	-0.44	1	-8.0%	12%	27%
CCOc1cc(C)nc(NCCc2ccc(OC)c(OC)c2)n1	-18%	-0.1%	20%	-2%	1%	-0.33	-0.2	-0.32	0.68	-3.1%	-6%	-7%
CC(C)NC(=O)c1cc2cc([N+](=O)[O-])ccc2s1	-28%	0.3%	-21%	2%	6%	0.53	-0.22	-0.039	0.045	2.2%	-1%	-9%
CSCC[C@H](NC(=O)[C@H]1CC[C@H](CNC(=O)[C@@H]2CCCN2)CC1)C(=O)O	-8%	-0.1%	22%	0%	-8%	/	/	/	/	-2.2%	/	/
COc1ccc(S(=O)(=O)NCCC(C)C)cc1OC	-15%	-0.1%	40%	7%	14%	-0.78	-0.27	-0.47	0.46	-6.4%	0%	13%
Cc1ccccc1C(=O)NC(=S)N(CCO)Cc1ccccc1	-11%	0.0%	-39%	30%	-5%	/	/	/	/	0.7%	/	/
CCN1CCCC(Sc2nc3c([nH]2)c(=S)n(C)c(=O)n3C)C1 (centres undefined)	-12%	0.0%	15%	-8%	14%	-0.51	-0.26	0.22	0.21	1.5%	-1%	0%
CCN(CC)CCCNC(=O)C1CCCN(c2nnc(N3CCCC3=O)s2)C1 (centres undefined)	-7%	0.3%	20%	-9%	2%	-1.4	-0.37	-0.62	1.5	1.3%	1%	8%
Oc1ccc(-c2cn3c(n2)SCC3)cc1	-35%	-0.1%	-10%	-4%	-3%	0.49	-0.28	0.48	0.092	1.1%	7%	-4%
FC(F)Sc1nc(-c2ccccc2)c(-c2ccccc2)n1C(F)F	-13%	0.4%	13%	-4%	16%	-0.19	-0.26	0.19	0.053	-1.2%	-4%	2%
Cc1noc(C)c1COc1ccc(C(=O)OCC(N)=O)cc1	-34%	1.0%	-44%	-14%	-1%	-0.9	-0.32	-0.12	1.3	3.4%	-5%	-2%
CC(C)C(=O)N1CCC2(CC1)Oc1ccc(F)cc1C(=O)C21CC(c2ccccc2)=NO1 (centres undefined)	-8%	0.4%	36%	10%	12%	-0.22	-0.57	0.008	-0.17	-0.9%	6%	11%
C#CCOCCOCCOCCNc1nc(N2CCN(C(=O)[C@H](CCCCN)n3cc(CCCC)nn3)CC2)nc(N2CCN(C(=O)[C@H](CCCCN)n3cc(CCCC)nn3)CC2)n1	-12%	0.2%	12%	1%	19%	0.13	-0.27	0.36	0.5	-1.7%	13%	15%

Fetched one by one from the entries so far (four):
SMILES	NOD1 inhibition	GPR55 beta-arrestin	KOR beta-arrestin-1	AID2073	HEK293 NOD2/NF-kB	Dynein transport	Dynein transport cytoplasmic EGFP	Dynein transport nuclear GR-EGFP	Dynein transport cell count	KOR beta-arrestin-2	P. falciparum M1AAP	P. falciparum M17LAP
COc1ccc(OCC(=O)N2CCC(n3nccc3NC(=O)C3CC3)CC2)cc1	-11%	-0.2%	-8%	11%	6%	/	/	/	/	2.2%	/	/
Cc1c(C(=O)NN)sc(-c2ccccc2)c1C#N	-33%	-0.3%	-11%	3%	8%	-0.57	-0.27	-0.18	0.6	-2.7%	8%	15%
Oc1ccc(-c2cn3c(n2)SCC3)cc1	-35%	-0.1%	-10%	-4%	-3%	0.49	-0.28	0.48	0.092	1.1%	7%	-4%
CCN(CC)CCCNC(=O)C1CCCN(c2nnc(N3CCCC3=O)s2)C1 (centres undefined)	-7%	0.3%	20%	-9%	2%	-1.4	-0.37	-0.62	1.5	1.3%	1%	8%

Next part.
SMILES	NOD1 inhibition	GPR55 beta-arrestin	KOR beta-arrestin-1	AID2073	HEK293 NOD2/NF-kB	Dynein transport	Dynein transport cytoplasmic EGFP	Dynein transport nuclear GR-EGFP	Dynein transport cell count	KOR beta-arrestin-2	P. falciparum M1AAP	P. falciparum M17LAP
CC(=NCc1ccc2c(c1)OCO2)C1=C(O)c2ccccc2C1=O	-36%	-0.1%	17%	20%	-36%	0.19	-0.28	0.4	-0.97	-0.7%	-4%	0%
COc1ccc(OC)c(CN2CCN(Cc3cccc4ccccc34)CC2)c1	-28%	-0.5%	-27%	-5%	1%	0.46	-0.16	-0.042	0.33	7.4%	-2%	4%
OC(CNC1Cc2ccccc2C1)COc1ccc(Cl)cc1 (centres undefined)	-6%	0.0%	19%	-9%	11%	-1.7	-0.054	-0.41	1.3	2.7%	-1%	-6%
Cc1ccc(C(=O)NN2C(=O)C3C4C=CC(C4)[C@@H]3C2=O)cc1 (some centres undefined)	-3%	-0.1%	-33%	25%	-9%	-0.083	-0.076	0.47	0.51	4.7%	-6%	-11%
COCCCNCCCCOc1cccc(Br)c1	-2%	-0.1%	-26%	-3%	2%	-0.82	-0.33	-0.87	0.64	4.2%	6%	15%
Cc1ccc(C(=O)/C=C/c2c[nH]c3ccccc23)cc1	15%	0.0%	-58%	-4%	-73%	0.55	-0.025	0.3	-1.2	11%	10%	6%
O=S(=O)(NCc1ccc2c(c1)OCO2)c1ccc(F)cc1	14%	-0.3%	-28%[20 µM]	3%	10%	/	/	/	/	-1.4%	/	/
CN1CCN(c2ccc([N+](=O)[O-])cc2NC(=O)c2ccccc2)CC1	-12%	-0.1%	-21%	9%	9%	0.14	-0.092	0.58	0.34	3.0%	8%	17%
CCOc1ccc(CN(C(=O)c2cc(=O)c3cc(C)cc(C)c3o2)C2CCS(=O)(=O)C2)cc1 (centres undefined)	-14%	-0.2%	-4%	4%	-3%	/	/	/	/	-5.1%	/	/
Cc1ccc2nc3c(c(N)c2c1)CCN3c1ccccc1	-5%	-0.1%	-5%	2%	5%	0.33	-0.19	0.33	0.42	-1.3%	15%	-35%
O=C(O)CCCN1C(=O)C2C3CCC(O3)C2C1=O (centres undefined)	-30%	-0.2%	-25%	-9%	5%	0.52	-0.19	0.39	0.12	-2.2%	0%	2%
COc1ccccc1OCC(=O)Sc1ccc(C)cc1	-11%	0.3%	16%	-6%	-8%	-0.66	-0.14	-0.14	0.39	-0.2%	0%	-3%
CCc1ccccc1NC(=O)c1cnn(-c2ccccc2)c1C	-22%	-0.2%	12%	7%	-11%	/	/	/	/	9.1%	/	/
COCCN1C(=O)C(=O)/C(=C(/O)c2ccc(S(=O)(=O)N3CCOCC3)cc2)C1c1cccc([N+](=O)[O-])c1 (centres undefined)	15%	0.7%	-23%	0%	14%	/	/	/	/	7.6%	/	/
O=C(NC1CCS(=O)(=O)C1)Oc1ccc(Cl)cc1 (centres undefined)	2%	0.2%	-10%	-5%	7%	-0.21	0.021	-0.019	0.46	-8.7%	1%	13%
COc1ccc(CCC(=O)NC2CCCCC2)cc1	-26%	0.0%	-12%	1%	-11%	/	/	/	/	5.5%	/	/
CCC(Sc1nc(-c2ccccc2)cc(=O)[nH]1)C(=O)O (centres undefined)	-3%	-0.1%	0%	-9%	13%	0.44	-0.34	0.38	0.13	0.1%	8%	10%
O=C1CC(c2c(F)cccc2Cl)C2=C(COC2=O)N1 (centres undefined)	-16%	0.1%	-1%	16%	9%	-0.43	-0.22	-0.64	0.49	-1.5%	-2%	3%
CCCCOc1ccccc1NC(=O)CC1SC(=NCC)N(CC)C1=O (centres undefined)	-5%	-0.2%	-33%	10%	-1%	-0.39	-0.2	-0.2	0.35	-3.2%	-9%	2%
COc1ccc(NC(=O)C2CCN(S(=O)(=O)c3ccc4c(c3)NC(=O)CO4)CC2)cc1	2%	0.0%	-33%	-2%	25%	/	/	/	/	1.1%	/	/
COc1ccc(S(=O)(=O)NCc2nc3nc(C)cc(C)n3n2)cc1OC	-7%	0.4%	-4%[20 µM]	20%	9%	/	/	/	/	1.4%	/	/
O=C(NC1CCCC1)c1ccc2c(c1)N(Cc1ccc(F)cc1)CCS2	-12%	0.3%	-3%	18%	-1%	/	/	/	/	-2.0%	/	/
CCC(=O)N1CCN(c2ccc(NC(=S)NC(=O)c3cccc([N+](=O)[O-])c3)cc2)CC1	-6%	0.1%	48%	-8%	8%	/	/	/	/	-9.4%	7%	7%

High-throughput results (PubChem)

Only part of the results is shown, so the mix of outcomes need not match the whole.
